Compound activity: PubChem, several laboratories
M. tuberculosis GlmU = inhibition of mycobacterial GlmU enzyme – biochemical, glucosamine-1-phosphate acetyltransferase (AID 1376); inhibition, %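 (tested at 30 µM in the primary screen)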; hits with a dose series show IC50 in µM; 220,000 compounds, 0.25% hits; M. tuberculosis GlmU acetyltransferase enzyme assay; higher % means a stronger effect; in the data active means inhibition above about 13%;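 further: 0% = complete reaction with vehicle and 100% = reaction without substrate; strong numbers were not always called active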
Mtb RmlCD inh = M. tuberculosis RmlC/RmlD inhibition. P9WH09+P9WH11. RmlC+RmlD coupled enzyme assay, percent inhibition; primary screen in compound mixtures. inhibition, % at 3.6 µM. 160,000 compounds, 0.03% hits. AID 1533; in the data active means inhibition mostly above about 34%, no sharp cut-off; further: some results filed as inactive read as strong as hits
Target sequence (P9WH09 whole entry, looked up): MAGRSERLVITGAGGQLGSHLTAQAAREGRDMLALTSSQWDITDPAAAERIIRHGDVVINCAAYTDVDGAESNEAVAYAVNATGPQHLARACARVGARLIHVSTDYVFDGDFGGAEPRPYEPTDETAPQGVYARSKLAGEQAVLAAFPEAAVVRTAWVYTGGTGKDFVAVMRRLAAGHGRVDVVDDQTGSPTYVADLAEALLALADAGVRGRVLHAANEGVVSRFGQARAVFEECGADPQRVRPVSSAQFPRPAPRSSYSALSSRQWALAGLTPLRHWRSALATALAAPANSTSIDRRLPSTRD
Target sequence (P9WH11 whole entry, looked up): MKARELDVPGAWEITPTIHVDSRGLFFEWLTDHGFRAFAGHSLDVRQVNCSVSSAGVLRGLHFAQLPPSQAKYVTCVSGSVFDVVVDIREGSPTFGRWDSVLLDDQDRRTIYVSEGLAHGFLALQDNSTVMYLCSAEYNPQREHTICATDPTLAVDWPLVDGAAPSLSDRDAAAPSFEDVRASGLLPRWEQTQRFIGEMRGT
Numbers without * were called inactive; x = not tested or not shown; & = joins results of further samples.

The first 20 entries, to show the layout:
SMILES	M. tuberculosis GlmU	Mtb RmlCD inh
COc1cccc(CN2C(=O)CCC2(C)C(=O)NC2CCCCC2)c1 (configuration not stated)	-4.7%	x
COc1ccc(C(=O)Nc2ccccc2C(=O)N/N=C/c2ccccn2)cc1OC	2.5%	11
CCOc1cc(NC(=O)c2cccs2)c(OCC)cc1NC(=O)CCC(=O)NCC1CCCO1 (configuration not stated)	3.4%	-7
CCOc1ccccc1NC(=O)C1CCC(CNc2c(N3CCOCC3)c(=O)c2=O)CC1 (configuration not stated)	-3.4%	x
CCN(CCCNC(=O)COc1cc(=O)n(CC)c2ccccc12)Cc1ccccc1	-1.9%	-5
O=C(CCN1C(=O)c2ccccc2C1=O)OCN1C(=O)c2ccccc2C1=O	-2.8%	8
C/C(=C\C(=O)c1ccc(Br)cc1)Nc1cccc(Cl)c1	-1.2%	x
N#C/C(=C\c1ccc(/C=C(/C#N)c2nn(CCO)c(N)c2C#N)cc1)c1nn(CCO)c(N)c1C#N	-5.7%	13
Oc1cccc(-c2nc3ccccc3s2)c1	x	14
CC#CCN1c2ccccc2[C@]23C[C@@H](C(=O)OC)N(C(=O)C4CCC4)C2=NC(C(=O)OC)=C(C(=O)OC)[C@H]13	2.2%	-2
COc1ccccc1OCCCn1cc(C(=O)C2CC2)c2ccccc21	0.5%	7
COc1cccc(C2=N/C(=C\N(C)C)C(=O)O2)c1	-2.7%	9
O=C(O)CCSc1nc2ccccc2s1	13%*	x
CC1SCC(NC(=O)c2cccc(Cl)c2)CS1 (configuration not stated)	-2.3%	11
Cc1ccccc1NC(=O)C1CC(Cl)=CCC1C(=O)O (configuration not stated)	6.3%	x
COc1ccc(NC(=O)CSc2ncccc2C(=O)OC(C)C)cc1OC	0.8%	98
CN(C)CCNC(=O)c1ccc(Sc2ccc(Br)cc2)c([N+](=O)[O-])c1	-13%	-9
CCn1c(=O)c(NC(=O)c2ccccc2)c2n(c1=S)CCCCC2	1.4%	1
CCCCCCCCNC(CO)(CO)CO	0.5%	25
COc1cc2nc(N3CCN(C(=O)C4CCCO4)CC3)nc(N)c2cc1OC (configuration not stated)	0.9%&-2.9%	1

The listing (from the top)
SMILES	M. tuberculosis GlmU	Mtb RmlCD inh
COc1cccc(CN2C(=O)CCC2(C)C(=O)NC2CCCCC2)c1 (configuration not stated)	-4.7%	x
COc1ccc(C(=O)Nc2ccccc2C(=O)N/N=C/c2ccccn2)cc1OC	2.5%	11
CCOc1cc(NC(=O)c2cccs2)c(OCC)cc1NC(=O)CCC(=O)NCC1CCCO1 (configuration not stated)	3.4%	-7
CCOc1ccccc1NC(=O)C1CCC(CNc2c(N3CCOCC3)c(=O)c2=O)CC1 (configuration not stated)	-3.4%	x
CCN(CCCNC(=O)COc1cc(=O)n(CC)c2ccccc12)Cc1ccccc1	-1.9%	-5
O=C(CCN1C(=O)c2ccccc2C1=O)OCN1C(=O)c2ccccc2C1=O	-2.8%	8
C/C(=C\C(=O)c1ccc(Br)cc1)Nc1cccc(Cl)c1	-1.2%	x
N#C/C(=C\c1ccc(/C=C(/C#N)c2nn(CCO)c(N)c2C#N)cc1)c1nn(CCO)c(N)c1C#N	-5.7%	13
Oc1cccc(-c2nc3ccccc3s2)c1	x	14
CC#CCN1c2ccccc2[C@]23C[C@@H](C(=O)OC)N(C(=O)C4CCC4)C2=NC(C(=O)OC)=C(C(=O)OC)[C@H]13	2.2%	-2
COc1ccccc1OCCCn1cc(C(=O)C2CC2)c2ccccc21	0.5%	7
COc1cccc(C2=N/C(=C\N(C)C)C(=O)O2)c1	-2.7%	9
O=C(O)CCSc1nc2ccccc2s1	13%*	x
CC1SCC(NC(=O)c2cccc(Cl)c2)CS1 (configuration not stated)	-2.3%	11
Cc1ccccc1NC(=O)C1CC(Cl)=CCC1C(=O)O (configuration not stated)	6.3%	x
COc1ccc(NC(=O)CSc2ncccc2C(=O)OC(C)C)cc1OC	0.8%	98
CN(C)CCNC(=O)c1ccc(Sc2ccc(Br)cc2)c([N+](=O)[O-])c1	-13%	-9
CCn1c(=O)c(NC(=O)c2ccccc2)c2n(c1=S)CCCCC2	1.4%	1
CCCCCCCCNC(CO)(CO)CO	0.5%	25
COc1cc2nc(N3CCN(C(=O)C4CCCO4)CC3)nc(N)c2cc1OC (configuration not stated)	0.9%&-2.9%	1
CCC(=O)N(CCc1ccccc1C)Cc1cc2cc3c(cc2[nH]c1=O)OCO3	-3.9%	x
CC(C)(C)NC(=O)C(c1ccncc1)N(C(=O)c1csnn1)C1CC1 (configuration not stated)	0.9%	x
CC1=NC(=O)C(N=Nc2ccccc2C(=O)O)N1c1ccccc1 (configuration not stated)	8.1%	2
Cc1ccc(C(=O)N/C(=C/c2ccc(Cl)cc2)C(=O)Nc2cccc(C(=O)O)c2)cc1	3.6%	-10
CC(/C=C/c1ccccc1)=N\Nc1ccccc1[N+](=O)[O-]	5.6%	x
Cc1ccc(S(=O)(=O)C2CCOC2=O)cc1 (configuration not stated)	-2.6%	-10
COCCn1c(SCC(=O)Nc2ccc(Cl)cn2)nnc1-c1ccncc1	5.8%	-15
CCn1c(SCC(=O)N2CCN(c3ccc(F)cc3)CC2)nc2ccccc2c1=O	2.4%	x
CCN1CCC(NC(=O)c2cc(OC)c(OC)cc2OC)CC1	2.6%	x
COC(=O)c1ccc(-c2nn(C)c(=O)c3ccccc23)cc1	-3.0%	-5
O=C(CCCCCN1C(=O)c2ccccc2C1=O)NCCc1nc2ccccc2[nH]1	-2.1%	x
COc1cccc(NC(=O)COC(=O)c2ccco2)c1	-0.7%	2
O=C(/C=C/c1cccc([N+](=O)[O-])c1)NC(=S)Nc1ccc(CN2CCOCC2)cc1	4.6%	12
COc1ccc(N/C=C(/C(C)=O)c2ccccc2)cc1	-7.6%	x
Cc1ccc(CNC(=O)C(OC(=O)c2ccco2)C(C)C)cc1 (configuration not stated)	1.0%	16
O=C(NCc1ccc2c(c1)OCO2)C1(S(=O)(=O)c2ccccc2)CC1	2.4%	x
CCc1ccccc1NC(=O)C1c2ccccc2Oc2ccccc21	-9.4%	12
Cc1cc(C)cc(N(C(=O)c2ccc3c(c2)OCO3)C2C=CS(=O)(=O)C2)c1 (configuration not stated)	0.3%	x
S=C(NCc1ccco1)N/N=C/c1ccc(Cl)cc1	1.4%	1
C/C=C/Cn1c(SC)nc2c1c(=O)[nH]c(=O)n2C	8.9%	12
COC(=O)c1ccc(NC(=O)CO/N=C2\CCCc3nonc32)cc1	7.9%	-12
COc1cc(/C=C/C(=O)OCC(=O)NC(=O)NC(C)C)ccc1O	5.2%	7
CCOC(=O)Cc1csc(NC(=O)CSc2nnc(-n3nc(C)cc3C)c3ccccc23)n1	3.2%	-18
CC1(C)OC(=O)C(=CNC(CCC(N)=O)C(=O)O)C(=O)O1 (configuration not stated)	1.6%	x
O=C1C2CCCN2C(c2ccco2)N1c1ccc(F)cc1 (configuration not stated)	-6.6%	15
CN1CCN(CC2(O)CCN(S(=O)(=O)c3ccc(Cl)cc3)CC2)CC1	-7.5%	-4
CC(=O)c1cn(C)c(=O)c2ccccc12	-3.8%	-20
CCNc1nc(NC(C)C)nc(SCCOc2ccc(C)cc2)n1	1.5%	x
NS(=O)(=O)c1ccc(CNC(=O)c2csc3c2CCCC3)cc1	8.7%	-9
Cc1cccn2cc(CNc3ccccc3)nc12	0.8%	x
Cc1nn(CC(=O)Nc2ccc(C(=O)N3CCCC3)cc2)c(=O)c2ccccc12	-1.1%	6
COc1nc(NCC(C)C)nc(Oc2ccc(=O)n(-c3ccccc3)n2)n1	1.7%	2
COc1ccc(NC(=O)c2cnc3ccccn3c2=O)c(OC)c1	-7.6%	x
COc1cc(C(O)P(=O)(OC(C)C)OC(C)C)cc(OC)c1OC (configuration not stated)	-3.0%	-6
Cc1cc(C)cc(N(CC(=O)NC2CCC(C)CC2)S(=O)(=O)c2c(C)[nH]c(=O)[nH]c2=O)c1 (configuration not stated)	-1.0%	-12
CN(C)S(=O)(=O)c1cccc(NC(=S)N/N=C/C(c2ccccc2)c2ccccc2)c1	1.4%	8
Cc1cccc(NC(=S)NNC(=O)c2cccc([N+](=O)[O-])c2)c1	2.5%	-7
Cc1cc2cc(CNC(=O)c3ccc(Br)o3)ccc2[nH]1	0.9%	x
O=C(NCc1ccccc1)c1onc(CSc2ccc(F)c(F)c2)c1C(=O)NCc1ccccc1	-2.5%	x
Cc1ccc(NC(=O)C(=Cc2ccc(C(=O)O)cc2)C(=O)Nc2ccc(C)cc2C)c(C)c1	0.8%	4
Next section.
SMILES	M. tuberculosis GlmU	Mtb RmlCD inh
COc1ccc(-n2cccc2C=O)cc1OC	3.5%	68
CCOC(=O)c1c(C)[nH]c(C(=O)CN2CCN(CC)CC2)c1C	2.5%	-3
Cn1c(=O)n(C)c2cc(S(=O)(=O)Nc3cc(Cl)ccc3O)ccc21	0.9%	-1
CCOc1ccc(NC2=C(Cl)C(=O)N(Cc3ccccc3)C2=O)cc1	1.3%	-3
CCOC(=O)C1(CCc2ccccc2)CCN(C(=O)C2CCCO2)CC1 (configuration not stated)	2.8%	1
Cc1cc(C)n2c(SCc3ccc(Cl)cc3Cl)nnc2n1	-2.8%	-10
COc1ccc(N2CCN(c3nc4ccc(C)cn4c(=O)c3C=O)CC2)cc1	-1.9%	-8
COc1ccc2[nH]c(=O)c(CN(Cc3cccnc3)C(=O)Nc3ccccc3)cc2c1	-5.1%	10
Nc1nc(SCC(=O)c2ccc(Br)s2)n[nH]1	-2.4%	4
CC(=O)Nc1ccc2c(c1)nc(CN1CCCC1)n2C	-0.9%	x
CCCCn1c(N(CCOC(C)=O)C(C)=O)nc2ccccc21	2.4%	21
COC(c1ccccc1)c1c(-c2ccccc2)nn(C)c1Cl (configuration not stated)	4.5%	44
COC(=O)c1ccc2nc(NC(=O)CSCC(=O)OCC(=O)c3ccccc3)sc2c1	3.8%	-5
Cc1ccc(C(=O)NC2(C(F)(F)F)NC(=O)N(c3ccc(Cl)cc3)C2=O)cc1 (configuration not stated)	12%	-7
Cc1cc(N2CCC(C)CC2)c(F)cc1[N+](=O)[O-]	2.9%	x
N#Cc1c2ccc(OCC(N)=O)cc2n2ccccc12	1.5%	-7
COc1ccc(C(=O)Nn2c(SCC(=O)NC3CCCCC3)nc3ccccc3c2=O)cc1	0.1%	3
COC(=O)c1ccc(N2C(=O)CC(N3CCN(C(=O)c4ccco4)CC3)C2=O)cc1 (configuration not stated)	5.2%	-10
CN(C)Cc1cc(O)c(CN(C)C)cc1O	0.9%	12
Nc1nc(-c2cccnc2)nn1C(=O)c1ccco1	x	102
O=C(Nc1nnc(-c2cccs2)o1)c1cccc(F)c1	4.0%	x
CC(C)(C)C(=O)NC1(C(F)(F)F)NC(=O)N(c2ccccc2F)C1=O (configuration not stated)	4.5%	-5
Cc1ccc2c(N)c(C(=O)N(c3ccccc3)c3ccccc3)sc2n1	3.0%	x
CCN(CC)c1ccc(NC(=O)c2ccc(Br)o2)cc1	3.8%	-5
O=C(Nc1ccc(Cl)c(S(=O)(=O)N2CCOCC2)c1)c1cn2ccccc2n1	3.6%	38
O=C(CSc1nnc(-c2ccc(Cl)cc2)n1-c1ccc(Cl)cc1)N/N=C/c1ccco1	-4.6%	16
COc1ccc(C(=O)COC(=O)CCN2C(=O)C3C4CC(C(Br)C4Br)C3C2=O)cc1 (configuration not stated)	3.9%	5
CCOC(=O)c1nn(-c2ccc(OCC)cc2)c2nc(CC(C)C)c(C#N)c(=O)n12	1.2%	x
C/C(=N\N=C\c1ccc(N(C)C)cc1)c1cccc([N+](=O)[O-])c1	-2.5%	x
C[C@H](NC(=O)OC(C)(C)C)c1nnc(SCC(=O)c2ccc(Cl)cc2)o1	1.7%	8
CC(C)CNc1nc(Oc2ccc(=O)[nH]n2)nc(N(C)C)n1	-2.2%	9
C/C=C/c1ccc(OCCN2C(=O)NC(C)(C)C2=O)c(OC)c1	1.1%	3
Cc1ccc(C2C3=C(CC(C)(C)CC3=O)NC3=C2C(=O)c2ccccc23)cc1 (configuration not stated)	1.2%	5
CCN(CC)S(=O)(=O)c1cc(NS(=O)(=O)c2cccc(Cl)c2Cl)ccc1C	-4.1%	5
O=C(Cn1cnnn1)OCC(=O)c1ccc(Cl)s1	1.8%	x
O=C(NCc1ccccc1)N(Cc1cc2cc3c(cc2[nH]c1=O)OCCO3)CC1CCCO1 (configuration not stated)	6.6%	x
CCOc1ccc(/C(CC)=N/NC(=O)C2(C)CC2(Br)Br)cc1 (configuration not stated)	1.2%	-9
CC(C)c1nnc(NC(=O)CCC(=O)NCCc2ccccc2)s1	-23%	x
O=C(NCCCO)c1ccc(CSc2nc3ccccc3[nH]2)cc1	2.6%	x
S=c1[nH]nc(Cc2cccs2)n1-c1ccccc1Cl	5.2%	x
CCOC(=O)CNc1nc2ccccc2n2c(C)nnc12	-0.2%	-10
CCCCN1C(=O)C(O)(CC(=O)c2c(C)n[nH]c2C)c2cc(Br)ccc21 (configuration not stated)	0.6%	8
Cc1nnc(NC(=O)C2CCN(c3nnnn3-c3ccccc3)CC2)s1	2.5%	4
O=C(Nc1cccc(C(F)(F)F)c1)c1cccnc1NCCc1ccccc1	-4.5%	12
CC1CCC2(CC1)NC(=O)N(CC(=O)NCc1ccc3c(c1)OCO3)C2=O (configuration not stated)	-0.2%	-11
COc1ccc(C(C(=O)NCc2ccccc2)N(Cc2ccc3c(c2)OCO3)C(=O)c2cnccn2)cc1 (configuration not stated)	1.6%	x
O=C(Cn1ncc2c1-c1ccccc1OC2)Nc1cccc(Cl)c1	1.1%	-6
COc1ccc(CNC(=O)c2cnccn2)cc1	5.2%	8
Cn1nnnc1SCC(=O)NCc1ccc2c(c1)OCO2	1.1%	-12
CCOC(=O)C/C(N)=N/NC(=O)c1ccc(Cl)cc1Cl	-7.0%	-11
C/C(=N\NC(=O)c1ccc(NS(=O)(=O)c2cccs2)cc1)c1ccc2ccccc2c1	3.3%	-9

Not all compounds are listed (hit frequency here may not be typical).
